Tb MetRS inh – Trypanosoma brucei MetRS inhibition; purified T. brucei MetRS, ATP depletion, Kinase-Glo luminescence; inhibition, % at 11.9 µM; hit rate 0.4% among 360,000;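 active means inhibition above a per-plate cutoff of the control wells' mean inhibition plus 3 SD, cut at about 5.5% in these data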;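 further: 0% = DMSO wells median and 100% = median of wells with control inhibitor compound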
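Material – parasite MetRS enzyme · Medium – HEPES-MgCl2-KCl buffer plus DTT, spermine, BSA, pyrophosphatase · Reagent – ATP, methionine and E. coli bulk tRNA substrates · Times – 15 min enzyme-compound preincubation, 2 h reaction, 10 min detection, 25 °C · Measured by – luminescence of leftover ATP · Evaluation – percent inhibition relative to median high and low control wells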
LMPTP inh – LMPTP (human) inhibition; hit rate 0.22% among 360,000; recombinant LMPTP-A, OMFP fluorogenic substrate, fluorescence intensity; P24666; inhibition, % at 20 µM;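 active means compounds that cut the enzyme signal by at least half of the control window in the single-dose screen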;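 further: plate controls were DMSO wells with enzyme plus substrate for no effect and substrate without enzyme for full effect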
Target sequence (P24666 whole entry, looked up): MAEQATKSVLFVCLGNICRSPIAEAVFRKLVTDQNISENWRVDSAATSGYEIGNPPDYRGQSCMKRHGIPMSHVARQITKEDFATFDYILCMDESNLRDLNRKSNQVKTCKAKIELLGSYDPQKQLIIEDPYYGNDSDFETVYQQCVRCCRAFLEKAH
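Test system: LMPTP-A phosphatase enzyme; input: 0.625 nM LMPTP-A final; reagent: OMFP substrate, 400 µM final; compound dosing: 20 µM single dose, 3% DMSO; incubation: 50 min dark incubation at room temperature; measured by: endpoint fluorescence intensity from OMFP dephosphorylation; measure: % inhibition relative to no-enzyme and uninhibited control wells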
DNMT1 inh – blocks human DNA methyltransferase DNMT1 | DNMT1 molecular beacon, Hinp1I cleavage, fluorescence | inhibition (reported as % activation of signal), % at 10 µM | hit rate 0.83% among 360,000 | AID 588458; in the data active means inhibition above about 50%
MsrA inh – inhibits bovine methionine sulfoxide reductase A. purified bovine MsrA, absorbance read-out. inhibition, % at 15.5 µM. hit rate 0.75% among 360,000; in the data active means inhibition above about 4.5%;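 further: 0% = vehicle wells with enzyme and 100% = reference inhibitor wells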
STEP inh – inhibitors of human striatal-enriched phosphatase STEP. P54829. recombinant STEP, OMFP fluorogenic substrate, fluorescence. inhibition, % at 20 µM. hit rate 0.25% among 360,000. AID 588621;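 active means inhibition at 20 µM, scaled per plate between control wells, above about 37%, limit read from the data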;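 further: 0% = DMSO with enzyme and substrate and 100% = substrate only without enzyme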
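Measure: Control-normalized % inhibition with plate pattern correction | Test system: STEP phosphatase, cell-free reaction | Medium: pH 6.0 Bis-Tris with DTT and Tween 20 | Technique: Fluorescence, 480/540 nm | Times: Reaction 20 min, ambient temperature | Doses: Single compound dose of 20 µM, 1% DMSO final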
bovine MsrA act – activates bovine MsrA enzyme | purified bovine MsrA, absorbance read-out | activation, % at 10.6 µM | hit rate 0.3% among 360,000; in the data active means activation above about 7.5%;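 further: 0% = vehicle and 100% = reference activator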
Scp1 inh – Scp-1 (human) phosphatase inhibition | Recombinant Scp1, phosphopeptide, malachite green phosphate absorbance | inhibition, % at 20 µM | hit rate 0.88% among 340,000 | AID 493091;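 active means inhibition above about 50% at 20 µM, limit read from the data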;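 further: plate controls were DMSO wells with enzyme for no effect and wells lacking enzyme for full effect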
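Incubation: 45 min enzyme reaction at room temperature / System: truncated SCP-1 phosphatase (76-261aa) / Reagent: Phospho 17-mer peptide substrate / Buffer or medium: Acidic Tris acetate buffer with magnesium and detergent / Signal: absorbance at 630 nm / Doses: one concentration, 20 µM, with 1.0% DMSO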
CendR NRP1 mod – modulators of CendR peptide binding to human neuropilin-1. hit rate 0.85% among 360,000. O14786. FAM-RPARPAR peptide binding to NRP-1, fluorescence polarization. AID 602438. inhibition, % at 25 µM;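 active means inhibition or corrected inhibition above about 18%, plus a signal ratio from 0.5 to 1.5, limit read from the data, passing the limit was not always enough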; further: strong numbers were not always called active
Target sequence (O14786 whole entry, looked up): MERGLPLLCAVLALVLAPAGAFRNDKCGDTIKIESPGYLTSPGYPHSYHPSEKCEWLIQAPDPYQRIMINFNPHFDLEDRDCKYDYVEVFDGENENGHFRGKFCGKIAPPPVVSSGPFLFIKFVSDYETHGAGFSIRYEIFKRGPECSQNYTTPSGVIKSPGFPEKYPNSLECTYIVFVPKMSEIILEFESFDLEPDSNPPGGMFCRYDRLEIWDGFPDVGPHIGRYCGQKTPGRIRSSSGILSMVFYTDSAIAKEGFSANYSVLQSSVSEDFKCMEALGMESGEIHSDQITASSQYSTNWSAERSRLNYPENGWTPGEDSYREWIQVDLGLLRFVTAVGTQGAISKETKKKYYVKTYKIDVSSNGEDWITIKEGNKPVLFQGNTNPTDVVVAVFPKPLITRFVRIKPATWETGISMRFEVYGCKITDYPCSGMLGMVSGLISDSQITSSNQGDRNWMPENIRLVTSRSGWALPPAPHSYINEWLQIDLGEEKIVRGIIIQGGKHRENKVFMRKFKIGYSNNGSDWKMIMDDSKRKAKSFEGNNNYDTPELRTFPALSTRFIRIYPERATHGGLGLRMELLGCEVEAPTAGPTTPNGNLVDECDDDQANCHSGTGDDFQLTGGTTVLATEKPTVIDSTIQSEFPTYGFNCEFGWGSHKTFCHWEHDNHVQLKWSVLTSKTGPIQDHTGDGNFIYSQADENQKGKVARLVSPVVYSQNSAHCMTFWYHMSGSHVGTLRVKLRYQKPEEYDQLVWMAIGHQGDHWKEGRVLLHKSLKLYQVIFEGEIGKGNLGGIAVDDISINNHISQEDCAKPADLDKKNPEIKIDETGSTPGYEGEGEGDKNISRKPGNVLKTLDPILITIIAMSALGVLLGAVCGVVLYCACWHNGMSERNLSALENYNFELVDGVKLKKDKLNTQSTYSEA
E coli Lon inh – E. coli protease La inhibition; P0A9M0; purified E. coli Lon protease, fluorescence polarization; inhibition, % at 7.94 µM; hit rate 0.42% among 360,000; AID 602123; in the data active means inhibition above about 13%, passing the limit was not always enough;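 further: 0% = enzyme with probe and DMSO and 100% = no enzyme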
SUMO1-SIM PPI – SUMO1-SIM interaction modulation. P63165. SUMO1 binding to a labelled peptide, TR-FRET, 1 h. inhibition, % at 20 µM. hit rate 0.33% among 360,000. AID 602429; in the data active means inhibition above about 37%
* marks the source's active call; other numbers are inactive results; . = no result given.

SMILES | Tb MetRS inh | LMPTP inh | DNMT1 inh | MsrA inh | STEP inh | bovine MsrA act | Scp1 inh | CendR NRP1 mod | E coli Lon inh | SUMO1-SIM PPI
C#CCOc1ccc(C2C(C#N)=C(N)Oc3cc(O)ccc32)cc1 (stereo not drawn) | -0.7 | 1.1 | -15.5 | 0.3 | -1.8 | -2.3 | -1.8 | -61.6 | -48.8 | -25.5
COC(=O)Cc1ccc(NC(=S)N2CCN(c3cc(Cl)ccc3C)CC2)cc1 | -0.5 | 3.2 | -0.5 | -0.8 | 8.6 | -3.0 | -6.9 | 4.5 | 0.8 | -1.4
CC(=O)Nc1ccc(Nc2ncnc3c2cnn3-c2cccc(C)c2)cc1 | 0.1 | -2.5 | -5.3 | -0.2 | 3.0 | -3.7 | -4.6 | 3.8 | -5.5 | -0.3
O=C(Cn1nnc2ccccc2c1=O)N1CCCc2ccccc21 | -0.4 | -1.1 | 5.1 | -0.1 | 15.3 | -1.1 | -6.2 | 5.2 | 2.1 | -3.3
COc1ccc(OC)c(C(=O)COC(=O)c2c(OC)cccc2OC)c1 | -0.9 | -0.3 | 0.8 | 1.0 | -2.0 | -10.1 | -6.2 | 4.7 | -7.2 | -0.6
COc1cccc(OCC(O)CN(CCO)Cc2ccccc2)c1 (stereo not drawn) | -1.4 | -2.7 | 3.2 | -1.4 | -4.8 | -3.2 | -7.0 | 8.0 | 5.1 | -0.3
O=C1OCCN1C(=O)[C@H]1[C@H](c2ccc(F)cc2)C(c2ccccc2)=NN1c1ccc(Br)cc1 | -0.1 | 1.6 | -5.2 | . | -3.4 | -5.7 | -9.2 | 4.3 | 0.7 | 1.3
COc1ccccc1/C=C/C1=NC(=C\N(C)C)/C(=O)O1 | -0.4 | 1.4 | -2.1 | 3.4 | -0.8 | -3.5 | -7.5 | -8.4 | 2.3 | -21.7
CCCS(=O)(=O)N1CCN=C1SCc1cccc2ccccc12 | -0.4 | 0.1 | 0.1 | 0.5 | 1.5 | -1.2 | -1.8 | -1.4 | 2.0 | -0.8
COc1ccc(NC(=S)N2CCN(Cc3ccc(C)cc3)CC2)cc1 | -0.6 | 0.0 | -4.2 | 0.6 | 2.2 | -2.3 | -4.1 | 4.1 | -3.2 | -0.6
CC(C(=O)Nc1cccc(Br)c1)c1ccc([N+](=O)[O-])cc1 (stereo not drawn) | 0.0 | 0.8 | 1.6 | 1.4 | -1.4 | -4.5 | -9.2 | -5.5 | -1.7 | -10.7
CCOC(=O)CNC(=O)CSc1ncnc2c1cnn2-c1ccc(OC)cc1 | -1.6 | -1.6 | -1.4 | 0.9 | 0.3 | -6.1 | 2.6 | 11.0 | 5.9 | -3.8

Profiles from above:
CCCS(=O)(=O)N1CCN=C1SCc1cccc2ccccc12 across the screens: Tb MetRS inh = -0.4; LMPTP inh = 0.1; DNMT1 inh = 0.1; MsrA inh = 0.5; STEP inh = 1.5; bovine MsrA act = -1.2; Scp1 inh = -1.8; CendR NRP1 mod = -1.4; E coli Lon inh = 2.0; SUMO1-SIM PPI = -0.8
O=C1OCCN1C(=O)[C@H]1[C@H](c2ccc(F)cc2)C(c2ccccc2)=NN1c1ccc(Br)cc1 across the screens: Tb MetRS inh = -0.1; LMPTP inh = 1.6; DNMT1 inh = -5.2; MsrA inh = .; STEP inh = -3.4; bovine MsrA act = -5.7; Scp1 inh = -9.2; CendR NRP1 mod = 4.3; E coli Lon inh = 0.7; SUMO1-SIM PPI = 1.3

Next section.
SMILES | Tb MetRS inh | LMPTP inh | DNMT1 inh | MsrA inh | STEP inh | bovine MsrA act | Scp1 inh | CendR NRP1 mod | E coli Lon inh | SUMO1-SIM PPI
O=C(Nc1ccccc1)c1cc(C2CCCCN2C(=O)OCc2ccccc2)on1 (stereo not drawn) | -0.3 | 2.7 | 7.4 | -0.5 | 1.6 | -5.3 | . | -1.4 | 0.6 | 1.0
Cc1ccc(Cn2cc(C(=O)NN)c(=O)c3ccc(F)cc32)cc1 | -1.1 | -1.0 | 0.5 | 0.5 | -1.4 | -0.8 | 2.2 | -4.4 | 0.6 | 0.2
Cc1ccccc1C(=O)Nc1ccc2c(c1)nc(CCNC(=O)c1ccco1)n2C | 0.5 | -0.4 | 0.7 | 1.3 | 0.2 | -1.8 | -7.4 | -4.1 | 1.8 | 7.2
Cc1nnc2ccc(-c3ccc(NC(=O)c4ccco4)cc3)nn12 | 0.4 | 7.0 | 11.6 | 0.9 | 1.2 | 0.1 | 89.0* | -31.7 | -2.6 | 51.8*
CC(C)c1csc(CN2CCC(CO)(Cc3ccccc3)CC2)n1 | 0.3 | -0.9 | -6.1 | 1.6 | -3.9 | -1.7 | -8.7 | 2.2 | -7.9 | -0.4
COc1ccc(/C=C/C(=O)NC(=S)NNC(=O)c2ccco2)cc1 | -0.5 | 9.6 | -0.6 | 5.5* | 3.1 | 0.9 | -6.0 | 9.6 | -9.5 | -5.6
CCOC(=O)CCn1cc(F)c(=O)n(Cc2ccccc2)c1=O | -0.4 | -0.2 | 4.5 | -0.6 | 5.4 | -3.0 | -4.9 | -8.6 | -7.2 | 0.0
O=C(CNS(=O)(=O)/C=C/c1ccccc1)OCC(=O)N1CCC(Cc2ccccc2)CC1 | -0.6 | 0.7 | -2.2 | -2.0 | -0.7 | -12.9 | -2.0 | 4.5 | -1.8 | -5.3
COCCN(C(=O)c1ccc(OC2CCN(S(=O)(=O)N(C)C)CC2)cc1)C(C)C | 0.1 | -0.9 | 0.0 | 0.9 | -2.1 | -3.2 | -12.3 | -5.1 | -3.7 | 1.8
COc1ccc(Cn2nnnc2C(C(C)C)N(Cc2ccco2)Cc2cccs2)cc1 (stereo not drawn) | -0.8 | 2.4 | -3.0 | 1.6 | 1.8 | -0.8 | -6.4 | -4.6 | 6.4 | -1.0
O=C(Cc1ccc(F)cc1)N[C@@H]1c2ccccc2CC[C@H]1OCc1ccccc1 | 1.2 | -0.2 | 7.0 | -0.1 | 1.2 | -2.4 | 1.3 | -5.1 | -6.4 | -1.9
O=C1CC(SCCO)C(=O)N1c1ccccc1 (stereo not drawn) | -0.5 | -2.5 | -0.3 | -0.6 | -2.8 | -3.4 | -6.5 | -12.2 | -2.8 | -3.3
CC(=O)Nc1ccc(Cc2ccncc2)cc1 | 0.1 | 1.3 | -0.1 | 0.7 | -4.2 | 1.2 | -1.1 | 6.0 | 7.2 | -2.2
Cc1cccc(CNC(=O)C2CCC(=O)N(Cc3ccccc3F)C2)n1 (stereo not drawn) | -0.6 | 0.2 | 2.5 | -0.9 | -2.9 | -8.8 | 5.9 | -0.6 | 1.7 | 1.0
O=C(NN1C(=O)c2ccccc2C1=O)C1CC2CCC1C2 (stereo not drawn) | -1.3 | -1.6 | 11.1 | -0.4 | 1.4 | -12.6 | -5.3 | 1.3 | 11.7 | -9.1
c1ccc(-c2ccccc2OCCn2cncn2)cc1 | 0.6 | 0.9 | 0.7 | -0.3 | 7.2 | -2.7 | -6.7 | 2.7 | -0.4 | -0.4
CC(C)C(=O)Nc1cccc(NC(=O)c2ccc(Cl)cc2Cl)c1 | 0.0 | -0.6 | 0.8 | -0.7 | 1.0 | -8.1 | -2.7 | 1.2 | 9.3 | -1.6
CC1C(=O)N(Cc2cn(Cc3ccco3)nn2)CCS(=O)(=O)N1Cc1ccc(-c2cccc(CO)c2)cc1 (stereo not drawn) | -0.8 | -1.0 | -9.3 | -0.5 | -4.2 | -2.2 | . | -13.9 | 9.1 | 3.1
O=C(NC1=NCCS1)C1CC(=O)N(c2ccc(Cl)cc2)C1 (stereo not drawn) | -0.4 | -0.8 | 2.8 | 1.1 | -3.9 | -4.8 | -6.0 | 12.6 | -6.3 | -0.7
CC(C)CC(N)c1csc(NC(=O)c2cc(C(C)(C)C)nn2Cc2ccccc2)n1 (stereo not drawn) | -0.3 | 0.1 | -0.5 | 0.6 | 0.3 | 3.8 | . | -8.2 | 5.6 | -124.0
CCCn1c(SCC(=O)Nc2ccc(NC(=O)CC)cc2)nc2c1c(=O)n(C)c(=O)n2C | -0.7 | -2.3 | 0.9 | -0.5 | 2.2 | -1.2 | 7.0 | -7.5 | 5.2 | -0.2
CCCn1nnnc1SCC(=O)NCc1ccccc1 | -1.0 | -1.4 | -2.5 | -0.2 | -6.4 | -11.7 | -2.2 | -6.9 | -10.6 | -0.5
CN(C(=O)C1CCCCC1)C1CCS(=O)(=O)C1 (stereo not drawn) | -0.5 | -0.4 | 0.8 | 0.7 | -2.2 | -5.8 | 3.6 | 13.5 | -2.8 | 3.4
Cc1nn(C)c(Nc2ccc(Br)cc2)c1Br | 0.4 | 1.7 | -0.2 | 0.8 | 0.2 | -3.5 | -6.0 | -7.0 | 2.4 | 1.8
CCCCCCOc1ccc(C(CC(=O)NC)C(=O)O)cc1 (stereo not drawn) | -0.3 | -0.6 | 4.1 | 0.2 | 0.8 | -2.8 | -1.9 | 4.6 | -6.7 | 1.6
CCOC(=O)c1ccc(OCCOc2ccccc2C)cc1 | -1.1 | 3.6 | 0.6 | 0.6 | 2.6 | -3.0 | -14.4 | 0.3 | -2.2 | 7.7
CCCN1CCc2[nH]c(=S)[nH]c(=O)c2C1 | 0.0 | -1.2 | 24.5 | 1.3 | 0.6 | 2.0 | 40.2 | 9.4 | 11.9 | -2.9
C=CCN1C(=O)C(CC(=O)O)S/C1=N/N=C/c1ccc(N(CC)CC)cc1 (stereo not drawn) | -0.5 | 2.3 | 2.6 | 5.0* | 1.5 | -3.0 | 14.1 | -17.7 | -11.5 | -21.4
CCC1=Nc2ccc(Br)cc2C(c2ccccc2)N1CC(=O)OC (stereo not drawn) | -0.5 | -1.2 | -1.5 | 0.3 | 4.7 | -2.4 | 0.2 | -3.9 | -9.5 | 3.2
CCCN(C(=O)CSCC(=O)Nc1ccc(OC)cc1)c1c(N)n(Cc2ccccc2)c(=O)[nH]c1=O | -0.4 | -1.4 | 0.2 | -1.1 | -1.9 | -6.2 | -6.2 | -9.8 | -0.8 | 2.4
CCOc1cccc(/C=C/c2ccc3cccc(O)c3n2)c1O | 1.2 | 5.1 | -16.5 | 2.3 | 0.5 | 0.1 | -1.6 | -9.9 | -0.3 | -18.3
COCC(=O)Nc1ccc2c(c1)OCO2 | -0.9 | -0.2 | 1.6 | -1.3 | -0.3 | -7.1 | -8.6 | -1.2 | -1.3 | -1.5
CCOC(=O)c1sc(NC(=S)NC(=O)CC(C)C)cc1C | -0.1 | 3.2 | 2.6 | 2.7 | 1.2 | -3.0 | -9.7 | 6.2 | 4.2 | -2.1
OC(CN1CCCCC1)c1ccc2c3c(cccc13)CC2 (stereo not drawn) | -0.2 | -0.2 | 9.9 | -0.1 | -3.4 | -2.5 | -9.5 | 18.8 | 69.7* | -15.8
NC(c1ccccc1)c1ccncc1 (stereo not drawn) | -0.1 | -2.5 | -0.9 | 0.1 | -2.9 | -2.1 | -4.7 | -13.3 | 0.5 | 2.3

Screening data from PubChem.
